PP5 inh: PP5 phosphatase inhibitors, primary screen, biochemical, fluorescence | Serine/threonine-protein phosphatase 5 (Homo sapiens), P53041 | purified PP5c, OMFP substrate fluorescence | inhibition, % at 6.7 µM | 0.18% of 320,000 active | AID 1987, 2009;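 active means inhibition above the campaign's mean inhibition across all tested compounds plus 3 SD, cut at about 9.5% in these data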;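 further: 0% = DMSO only and 100% = 100 µM cantharidin control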
JMJD2C inh: inhibitors of GASC-1 histone demethylase, primary screen, biochemical, fluorescence, DELFIA europium. Lysine-specific demethylase 4C (Homo sapiens), Q9H3R0. GST-JMJD2C(1-420) H3K9me3 demethylation. inhibition, % at 2.35 µM. 0.069% of 330,000 active. AID 2099, 2009;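 active means more than half of a compound's replicate wells show inhibition beyond 50%, single wells judged on their own value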;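 further: signal counts dimethyl H3K9 product captured on neutravidin plate; 0% = median of DMSO wells and 100% = 0.3 times that DMSO median; strong numbers were not always called active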
Target sequence (Q9H3R0 1-420 limits assumed): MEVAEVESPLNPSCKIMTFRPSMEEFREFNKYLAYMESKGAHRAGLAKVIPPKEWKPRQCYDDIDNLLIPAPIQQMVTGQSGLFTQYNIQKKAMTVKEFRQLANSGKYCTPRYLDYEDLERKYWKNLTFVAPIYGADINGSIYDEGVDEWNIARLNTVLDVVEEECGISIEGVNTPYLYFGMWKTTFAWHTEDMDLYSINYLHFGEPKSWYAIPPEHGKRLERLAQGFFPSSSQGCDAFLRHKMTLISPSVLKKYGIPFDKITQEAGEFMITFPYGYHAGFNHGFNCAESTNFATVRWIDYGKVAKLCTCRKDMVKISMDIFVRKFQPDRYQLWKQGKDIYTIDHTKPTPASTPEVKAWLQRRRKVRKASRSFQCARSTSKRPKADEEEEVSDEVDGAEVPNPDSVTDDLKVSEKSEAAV
CTSL1 counter: Fasciola hepatica cathepsin L1 inhibitors, primary screen, counter-screen for PFM18AAP inhibitor project, biochemical, QFRET, fluorogenic peptide substrate. inhibition, % at 5.96 µM. 0.49% of 300,000 active. AID 1906, 2009. recombinant F. hepatica cathepsin L1, Z-Leu-Arg-MCA fluorescence;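 active means inhibition above the mean of all tested compounds plus 3 SD, set per screening campaign, cut at about 17% in these data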;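 further: 0% = plate median of test compound wells and 100% = 1 µM Z-Phe-Ala-diazomethylketone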
EBNA-1 inhibitor: EBNA-1 DNA-binding inhibitors, primary screen, biochemical, fluorescence polarization. AID 1950, 2009. inhibition, % at 14.8 µM. 0.34% of 300,000 active; in the data active means inhibition above about 28%
TPT1 inh: Candida albicans TPT1 enzyme inhibitors, primary screen, biochemical, fluorescence polarization; inhibition, % at 5 µM; tRNA 2'-phosphotransferase TPT1 (Candida albicans SC5314); 0.81% of 300,000 active; recombinant caTPT1, FP RNA substrate dephosphorylation; AID 1962, 2009;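 active means inhibition above the mean of all tested compounds plus 3 SD, set per screening campaign, cut at about 24% in these data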;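 further: plate controls were DMSO alone for no effect and ferristatin control at 100 nM for full effect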
ZTA DNA inh: counter-screen for EBNA-1 inhibitors: inhibitors of Epstein-Barr virus ZTA. P03206. inhibition, % at 11 µM. 0.15% of 320,000 active. ZTA-DNA binding, fluorescence polarization; in the data active means inhibition above about 33%
Target sequence (P03206 whole entry, looked up): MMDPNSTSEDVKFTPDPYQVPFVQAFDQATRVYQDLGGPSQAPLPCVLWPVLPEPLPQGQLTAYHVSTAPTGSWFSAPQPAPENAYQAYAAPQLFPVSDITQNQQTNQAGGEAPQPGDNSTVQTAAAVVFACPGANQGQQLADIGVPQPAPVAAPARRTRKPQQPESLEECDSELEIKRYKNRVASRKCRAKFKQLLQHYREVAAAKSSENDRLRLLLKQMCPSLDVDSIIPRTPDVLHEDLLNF
PP1 counter: PP1-alpha phosphatase inhibitors, primary screen, counter-screen for PP5 inhibitor project, biochemical, fluorescence, OMFP substrate, single point. inhibition, % at 6.7 µM. 0.9% of 320,000 active. purified PP1alpha. AID 2235, 2010. Serine/threonine-protein phosphatase PP1-alpha catalytic subunit (Homo sapiens), P62136;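 active means inhibition above the mean inhibition of all tested compounds plus 3 SD, computed separately for each screening campaign, cut at about 15% in these data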
Target sequence (P62136 whole entry, looked up): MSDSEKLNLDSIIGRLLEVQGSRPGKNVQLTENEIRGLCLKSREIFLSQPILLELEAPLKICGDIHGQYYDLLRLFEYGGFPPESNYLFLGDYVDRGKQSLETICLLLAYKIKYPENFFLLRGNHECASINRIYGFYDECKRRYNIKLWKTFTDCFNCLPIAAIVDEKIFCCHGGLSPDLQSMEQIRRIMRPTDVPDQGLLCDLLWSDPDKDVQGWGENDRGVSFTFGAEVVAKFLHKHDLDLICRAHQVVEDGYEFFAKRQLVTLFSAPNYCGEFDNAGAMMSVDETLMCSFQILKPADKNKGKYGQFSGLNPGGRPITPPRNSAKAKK
CR mimetic SO: reduction of superoxide in aged yeast, primary screen, HTS | S. cerevisiae aged cells, superoxide DHE fluorescence; stronger effect = lower value | superoxide response (% of plate mean), % at 10 µM | 0.18% of 330,000 active;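 active means superoxide response under a set limit, about three screen SD below normal, cut at about 65% in these data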;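 further: yeast aged for seven days with compound at 30 °C before DHE staining; 100% = average MFI of all compound-treated wells on the plate with controls excluded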
HCV core dimer: inhibitors of HCV core protein dimerization, primary screen, biochemical, TR-FRET, high-throughput. TR-FRET GST/Flag-core106 dimerization, 1536-well. inhibition, % at 5 µM. 0.33% of 300,000 active. AID 1899, 2009;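 active means inhibition above the mean of all tested compounds plus 3 SD, set per screening campaign, cut at about 45% in these data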
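System – GST-tagged and Flag-tagged HCV core protein residues 1-106 · Repeats – one well for each compound · Technique – TR-FRET 671 and 617 nm emission · Doses – one concentration, 5 µM, in 0.5% DMSO · Times – 4 h, 22.5 °C incubation · Also added – Eu donor and XL665 acceptor anti-tag antibodies · Measure – percent inhibition of core106 dimerization signal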
Starred values were filed as active, the others as inactive; i = inactive; . = not tested or not shown. Random draw from the library (roughly 3.1% active in at least one column).

A first look (two entries):
SMILES	PP5 inh	JMJD2C inh	CTSL1 counter	EBNA-1 inhibitor	TPT1 inh	ZTA DNA inh	PP1 counter	CR mimetic SO	HCV core dimer
Cc1ccc(C(=O)NNC(=O)CNc2cccc(Cl)c2)cc1	-0.1	0	2	-8	0	6	-1	99	3
O=C(CN1CCCN(S(=O)(=O)c2ccc(F)cc2)CC1)Nc1c(Cl)cccc1Cl	-0.3	8	-2	4	-2	10	-1	95	1

The listing, from the first entry:
SMILES	PP5 inh	JMJD2C inh	CTSL1 counter	EBNA-1 inhibitor	TPT1 inh	ZTA DNA inh	PP1 counter	CR mimetic SO	HCV core dimer
Cc1ccc(C(=O)NNC(=O)CNc2cccc(Cl)c2)cc1	-0.1	0	2	-8	0	6	-1	99	3
O=C(CN1CCCN(S(=O)(=O)c2ccc(F)cc2)CC1)Nc1c(Cl)cccc1Cl	-0.3	8	-2	4	-2	10	-1	95	1
CCc1cc2c(SCC(=O)NCC3CCCO3)ncnc2s1 (centres undefined)	1.3	13	.	.	.	-13	-6	105	.
COc1ccc(-n2cc(C(=O)c3cc(Cl)ccc3O)cc(C#N)c2=O)cc1	1.6	3	1	-8	11	7	-3	110	22
COc1cc(NC(=O)Cc2nn(C)c(=O)c3ccccc23)cc(OC)c1OC	2.9	-1	-3	-6	-4	-12	1	89	0
CCN(CC)CCCNC(=O)Cn1cnc2ccc(S(=O)(=O)N3CCC(C)CC3)cc2c1=O	2.7	-4	-6	-9	-2	-10	-1	99	-2
COc1cc(C(=O)NCc2cc(C)nc3ccccc23)cc(OC)c1OC	0.7	3	6	18	-7	-1	-2	97	-5
CC(=O)Nc1cccc(OCC(=O)Nc2sccc2C(N)=O)c1	0.4	-1	-1	2	4	-3	2	95	16
CC(C)CCNC(=O)C1CC(c2ccc(C(F)(F)F)cc2)=NO1 (centres undefined)	2.5	-6	3	3	-3	-10	1	96	-23
Cc1cccc(NC(=O)c2cccc(NC(=O)c3ccccc3)c2)n1	-0.7	-11	3	8	-3	2	-2	99	0
NNC(=O)CNc1cccc(Cl)c1	-0.5	17	2	3	0	26	0	115	3
O=C(Cn1cncn1)NCc1cccc(C(F)(F)F)c1	-1.9	-1	2	-2	1	17	-2	85	1
CC(=O)N1CCN(c2nc(-c3cccs3)nc3ccccc23)CC1	-0.1	-9	5	6	0	0	-2	109	2
CC(C)c1ccc(NC2CCCN(C(=O)CCN3CCOCC3)C2)cc1 (centres undefined)	0.2	-18	3	1	-4	3	-2	92	-1
CCOC(=O)c1c(C)oc2cc(Br)c(OC(=O)N3CCOCC3)cc12	3.0	4	0	0	7	13	1	103	4
CCOC(=O)/C(=N\Nc1ccc(OC)cc1)c1csc(Nc2ccccc2)n1	1.0	9	-1	-8	3	-9	0	92	2
O=C1C=C(c2ccc3[nH]ccc3c2)C[C@@H](c2ccc(F)cc2)C1	4.6	2	.	.	.	-17	3	87	.
OCCCn1c(C2CCCN2c2nc(-c3ccc(F)cc3)cs2)nc2cc(Cl)c(Cl)cc21 (centres undefined)	4.9	-2	-2	-4	3	-1	12	106	0
CCO/C=C1\C(=O)N(CC)c2ccccc21	0.9	0	-1	-2	-2	-13	2	84	-4
CCCCNC(=O)N(O)C1N(/N=C/c2ccccc2OC)C(=S)SC1(C)C (centres undefined)	-1.6	-4	2	14	4	10	-3	118	10
C[C@H](Nc1ccc(C(F)(F)F)cc1[N+](=O)[O-])C(=O)O	-1.4	5	0	-6	1	0	1	110	-1
COCCN(C(=O)CSc1nc2ccc(OC)cc2[nH]1)c1c(N)n(Cc2ccccc2)c(=O)[nH]c1=O	0.9	-21	2	6	-2	-10	-3	96	-3
Cc1ccc(P(C)(=O)c2ccc(C)cc2)cc1	0.9	5	-3	-1	-1	1	-2	94	-3
CC(C)(C)NC(=O)Cn1nnc(-c2cccs2)n1	0.9	5	-3	7	-3	6	-1	98	-6
CSc1ccc(CCNC(=O)Cn2ncc3c([nH]c4ccccc43)c2=O)cc1	-8.4	1	12	-10	-3	-8	-4	i	-6
O=C(Nc1ccccc1)N1CCCN(c2c(Cl)cncc2Cl)CC1	0.5	3	-3	0	-1	15	-6	113	2
O=C1N/C(=C/c2cccs2)C(=O)N1Cc1ccc(F)cc1	-1.4	-3	7	4	1	12	-5	117	-4
CCCCC(=O)Nc1cccc(C(C)O)c1 (centres undefined)	-0.5	-7	-1	-21	-1	-4	-4	91	-1
CN1OCC(S(=O)(=O)c2ccccc2)C1c1ccccc1 (centres undefined)	-2.9	9	2	-1	0	-13	1	91	-1
CN(Cc1ccccc1)S(=O)(=O)c1ccc(Cl)c(C(=O)NCc2cccnc2)c1	-0.5	-1	-1	-4	1	0	3	96	0
O=C(NCc1ccco1)c1cc(S(=O)(=O)N2CCCCC2)ccc1Cl	0.4	1	.	.	.	-2	-1	76	.
CC1=CC2=NC(=O)/C(=C\c3cccn3CCOc3cccc(C)c3)C(=N)N2O1	5.2	-2	-2	-7	-1	-5	2	115	11
Cc1cc(=O)[nH]c(N/N=C/c2ccc(OC(=O)c3cccnc3)cc2)n1	-0.4	-2	1	4	2	14	2	110	2
Cc1ccc(NC(=S)N2CCC(c3ccc(C)cc3)C2)cc1 (centres undefined)	3.5	10	54*	4	-4	0	6	88	2
COc1ccc(N2CCN(c3c(S(=O)(=O)c4ccccc4)cnc4ccc(OC)cc34)CC2)cc1	0.1	-6	-1	-10	-1	-6	3	94	7
O=C(NCC1CCCO1)C1CCN(S(=O)(=O)c2cccc3cccnc23)CC1 (centres undefined)	3.0	.	0	-2	-4	-12	-4	99	-1
CCOC(=O)c1sc(NC(=O)/C=C/c2cnn(C)c2C)c(C(=O)OCC)c1C	0.1	4	1	2	-3	-12	-2	92	-4
O=C1CCC(=O)N1CCCCCc1nc(-c2ccccc2)no1	0.0	6	-5	2	1	1	1	94	-4
O=C(NCC(c1ccc(F)cc1)N1CCOCC1)c1ccc(Br)o1 (centres undefined)	1.8	97	-3	4	1	3	4	106	7
COCCNC(=S)N(CCc1c(C)[nH]c2ccc(F)cc12)Cc1cccnc1	-0.8	3	2	13	-3	15	-1	102	1

Single records, from the list above. Order of values: PP5 inh, JMJD2C inh, CTSL1 counter, EBNA-1 inhibitor, TPT1 inh, ZTA DNA inh, PP1 counter, CR mimetic SO, HCV core dimer
COc1cc(C(=O)NCc2cc(C)nc3ccccc23)cc(OC)c1OC in the list: 0.7, 3, 6, 18, -7, -1, -2, 97, -5
CCCCC(=O)Nc1cccc(C(C)O)c1 (centres undefined) in the list: -0.5, -7, -1, -21, -1, -4, -4, 91, -1
CCN(CC)CCCNC(=O)Cn1cnc2ccc(S(=O)(=O)N3CCC(C)CC3)cc2c1=O in the list: 2.7, -4, -6, -9, -2, -10, -1, 99, -2
O=C(CN1CCCN(S(=O)(=O)c2ccc(F)cc2)CC1)Nc1c(Cl)cccc1Cl in the list: -0.3, 8, -2, 4, -2, 10, -1, 95, 1
CC(=O)Nc1cccc(OCC(=O)Nc2sccc2C(N)=O)c1 in the list: 0.4, -1, -1, 2, 4, -3, 2, 95, 16

The list continues:
SMILES	PP5 inh	JMJD2C inh	CTSL1 counter	EBNA-1 inhibitor	TPT1 inh	ZTA DNA inh	PP1 counter	CR mimetic SO	HCV core dimer
CN(Cc1ccccc1)S(=O)(=O)c1cccc2cccnc12	2.6	0	0	4	-3	-5	4	98	-10
COc1cc2ccccc2cc1C(=O)OCC(=O)N(C)c1c(N)n(Cc2ccccc2)c(=O)[nH]c1=O	-0.7	6	3	-13	1	-14	-4	113	2
Cc1ccc2[nH]c(=O)c(C(c3nnnn3CCc3ccccc3)N3CCOCC3)cc2c1 (centres undefined)	-1.5	-12	4	-2	4	7	1	79	0
CC(C)CC(=O)NC(=S)Nc1ccc(S(=O)(=O)N2CCCC2)cc1	0.1	1	-4	5	-3	-1	0	104	3
Cc1ccc(NC(=S)/C(=C(\[O-])c2ccc(Cl)s2)[n+]2cccc(CO)c2)cc1C	0.7	11	0	7	1	1	-1	102	2
CC1CCCN(c2nc3ccsc3c(=O)s2)C1 (centres undefined)	1.7	4	-3	10	0	18	0	85	1
Cc1cc2cc(CNC(=O)COc3ccccc3)ccc2n1C	4.0	7	-3	1	-7	-4	5	100	20
COc1ccc(-n2c(SCc3ccc([N+](=O)[O-])cc3)nnc2-c2ccc(C)cc2)cc1	4.3	-11	2	3	-2	-3	10	95	17
Cc1ccc(N/N=C(/Sc2nnnn2-c2ccccc2)C(=O)c2ccccc2)cc1	1.4	-4	-1	-2	-6	8	10	93	11
O=C(CSc1nc(NS(=O)(=O)c2ccccc2)cc(=O)[nH]1)Nc1ccc(F)cc1	2.2	-2	-1	1	-1	22	9	103	5
CCOC(=O)C/C(N)=N/NC(=O)c1ccc(Cl)cc1Cl	2.0	-19	-3	-7	-5	-12	2	98	0
Cc1nc(NC(=O)/C=C/c2ccc(F)cc2)sc1C(=O)N(C)C	4.9	-2	6	3	-2	-13	0	95	-13
CCC(C(=O)OCC(=O)Nc1ccc(C(=O)Nc2ccc(OC)cc2)cc1)c1ccccc1 (centres undefined)	-0.4	12	3	1	2	4	2	85	12
CCC(C)Sc1nc2c(c(=O)[nH]c(=O)n2C)n1CCc1ccccc1 (centres undefined)	1.6	-5	0	-5	-3	9	1	105	21
Cc1cc2nc(-c3ccc(SCc4ccccc4C#N)nc3)[nH]c2cc1C	1.7	5	5	4	2	12	6	98	-27
CSC(=NC#N)N1CCN(c2ccccn2)CC1	2.5	7	-3	-9	0	-9	-2	84	-2
N#Cc1ccccc1NC(=O)Nc1cccs1	3.2	0	-3	-17	2	-5	-4	92	-4
COc1ccc(S(=O)(=O)c2c(O)c3ccc(C(=O)Nc4ccc(F)cc4)cc3[nH]c2=O)cc1	-0.7	25	4	-9	3	7	1	97	1
CCN(C(=O)C1CCN(c2nc(-c3ccc(OC)cc3)no2)CC1)c1ccccc1	-0.9	11	0	6	-2	17	0	112	9
Cc1ccc(-c2nnc3sc(CCc4ccccc4)nn23)cc1	-0.2	-8	2	0	-1	-1	2	98	14

5 entries already listed, arranged by the number in EBNA-1 inhibitor, largest number first.
Molecule,PP5 inh,JMJD2C inh,EBNA-1 inhibitor,TPT1 inh,HCV core dimer
CC1CCCN(c2nc3ccsc3c(=O)s2)C1 (centres undefined),1.7,4,10,0,1
CCC(C(=O)OCC(=O)Nc1ccc(C(=O)Nc2ccc(OC)cc2)cc1)c1ccccc1 (centres undefined),-0.4,12,1,2,12
Cc1ccc(-c2nnc3sc(CCc4ccccc4)nn23)cc1,-0.2,-8,0,-1,14
CCC(C)Sc1nc2c(c(=O)[nH]c(=O)n2C)n1CCc1ccccc1 (centres undefined),1.6,-5,-5,-3,21
CSC(=NC#N)N1CCN(c2ccccn2)CC1,2.5,7,-9,0,-2
